# SMARCA2 activ: SMARCA2 function activation, primary screen; MG213 cells, MMTV-luciferase reporter, dexamethasone, overnight; activation, % at 9.1 µM; 1% of 370,000 active; in the data active = activation above about 7.8%;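 also: 0% = vehicle wells and 100% = reference activator wells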
# HTRA1 inh: blocks human HTRA1 serine peptidase; Q92743; recombinant HTRA1, FP-rhodamine activity-based probe, fluorescence polarization; inhibition, % at 5.96 µM; 0.5% of 340,000 active; AID 504803; in the data active = inhibition above about 36%;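 also: 0% = enzyme with DMSO and 100% = wells lacking enzyme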
# GC-B act: GC-B (human) receptor activation; P20594; HEK293-GC-B cells, CNP EC30, cGMP TR-FRET; 0% at EC30 CNP, 100% saturating CNP; activation, % at 10 µM; 0.11% of 370,000 active;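 active = activation at 10 µM reaching about 35% in either raw or pattern-adjusted values, limit read from the data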
# ASAP1 inh: blocks human ASAP1-stimulated Arf1 GTP hydrolysis; GDP FP detection; inhibition, % at 16.5 µM; 0.19% of 360,000 active; in the data active = inhibition above about 25%;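 also: 0% = vehicle with enzyme and substrate and 100% = no enzyme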
# ARFGAP1 inh: inhibits rat ARF GTPase activating protein 1; Q62848; Arfgap1-stimulated ARF1 GTP hydrolysis, GDP FP detection; inhibition, % at 16.5 µM; 0.26% of 360,000 active; AID 651572;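 active = inhibition above a per-plate limit, mean inhibition of low control wells plus 3 SD, cut at about 25% in these data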;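 also: 0% = DMSO wells with enzyme and 100% = wells lacking Arfgap1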
# Target sequence (Q62848 1-136 limits assumed): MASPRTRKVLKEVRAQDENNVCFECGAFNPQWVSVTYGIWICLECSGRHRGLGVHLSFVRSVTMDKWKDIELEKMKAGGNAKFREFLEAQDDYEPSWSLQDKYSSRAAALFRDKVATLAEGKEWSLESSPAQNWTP
#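 Replicates: Single well per compound | Assay system: Truncated rat Arfgap1 GAP domain | Control set: No-Arfgap1 wells (100%) versus DMSO full-reaction wells (0%) | Times: Enzyme reaction 120 min at 25 °C after 20 min preincubation | Reagent: Human ARF1(Δ1-17)-GTP substrate | Measured by: Tracer-displacement fluorescence polarization with EDTA stop, 620/688 nm | Measure: Percent inhibition of Arfgap1-stimulated GTP hydrolysis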
# ABHD4 inh: ABHD4 (mouse) inhibition, primary FP screen. purified mABHD4, FP-Rh probe fluorescence polarization. 0.54% of 370,000 active. AID 720543. inhibition, % at 8.92 µM;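 active = inhibition exceeding the mean over every tested compound plus 3 SD, cut at about 30% in these data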;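 also: 0% = plate median of compound wells and 100% = S159A mutant with DMSO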
# Target sequence (Q8VD66 whole entry, looked up): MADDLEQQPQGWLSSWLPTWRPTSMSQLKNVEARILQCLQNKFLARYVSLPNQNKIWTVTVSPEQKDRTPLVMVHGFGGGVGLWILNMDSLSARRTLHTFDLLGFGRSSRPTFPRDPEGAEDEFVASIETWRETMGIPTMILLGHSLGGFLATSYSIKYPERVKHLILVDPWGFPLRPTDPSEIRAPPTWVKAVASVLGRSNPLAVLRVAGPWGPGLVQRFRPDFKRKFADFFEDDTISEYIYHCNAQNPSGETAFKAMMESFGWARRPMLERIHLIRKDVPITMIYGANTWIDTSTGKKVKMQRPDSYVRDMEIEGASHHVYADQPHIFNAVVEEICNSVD
#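 Assay system: Wild-type mouse ABHD4 protein | Medium: HEPES pH 7.0 buffer, 150 mM NaCl, 0.01% Pluronic F-127 | Incubation: Enzyme–compound pre-incubation 45 min, then probe 60 min, both 25 °C | Technique: Fluorescence polarization with parallel and perpendicular emission, 525/598 nm | Evaluation: % inhibition of FP-Rh probe binding versus controls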
# NPR1 activator: GC-A (human) enzyme activation | P16066 | HEK293 GC-A cells, cGMP TR-FRET, EC30 ANP; 0% at EC30 ANP, 100% saturating ANP | activation, % at 10 µM | 0.14% of 370,000 active | AID 1671463; in the data active = activation above about 40%
# NR1D1 modulator: Rev-erb alpha (human) modulation; Rev-erbα–FITC-DNA binding, fluorescence polarization, 90 min; activity, % at 10 µM; 0.79% of 370,000 active;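 active = activity above about 14%, limit read from the data; passing the limit was not always enough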;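 also: 0% = DMSO wells with 35 nM protein and 100% = DMSO wells with 750 nM protein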
# Target sequence (P20393 whole entry, looked up): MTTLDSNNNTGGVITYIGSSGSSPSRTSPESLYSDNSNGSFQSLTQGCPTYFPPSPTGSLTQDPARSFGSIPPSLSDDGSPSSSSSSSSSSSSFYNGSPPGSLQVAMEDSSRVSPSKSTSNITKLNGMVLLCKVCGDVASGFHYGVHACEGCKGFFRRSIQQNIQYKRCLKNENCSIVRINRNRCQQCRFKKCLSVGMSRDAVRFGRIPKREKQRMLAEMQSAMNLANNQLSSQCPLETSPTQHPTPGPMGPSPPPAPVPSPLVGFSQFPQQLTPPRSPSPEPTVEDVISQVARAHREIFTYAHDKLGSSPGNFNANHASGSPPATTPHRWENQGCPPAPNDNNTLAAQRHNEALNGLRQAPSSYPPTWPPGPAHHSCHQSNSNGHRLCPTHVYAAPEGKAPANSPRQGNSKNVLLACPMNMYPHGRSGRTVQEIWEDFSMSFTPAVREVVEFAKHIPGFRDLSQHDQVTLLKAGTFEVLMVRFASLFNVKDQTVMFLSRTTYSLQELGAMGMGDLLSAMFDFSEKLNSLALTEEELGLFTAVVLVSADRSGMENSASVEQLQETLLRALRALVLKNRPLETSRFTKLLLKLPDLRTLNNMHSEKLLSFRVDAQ
# PG9 binder: binds the HIV-1 gp120 antibody PG9. TR-FRET gp120-PG9 antibody binding. inhibition, % at 6.7 µM. 0.43% of 360,000 active; in the data active = inhibition above about 8.5%
# rCAG binder: r(CAG) repeat RNA binding; 1.3% of 370,000 active; TO-PRO-1 dye displacement fluorescence; inhibition, % at 3 µM;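 active = inhibition above the plate cutoff, the mean of all test compounds on that plate plus 3 SD, cut at about 35% in these data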;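 also: 0% = DMSO alone and 100% = 100 µM mitoxantrone as full dye displacement; higher means more dye released from RNA so lower well fluorescence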
# Numbers without * were called inactive; . = no result given.
1: Fc1ccc(Nc2ncnc3ccccc23)cc1
2: Cc1ccc(C(=O)N(C)CC(=O)Nc2cccc(F)c2)cc1S(=O)(=O)N1CCCCC1
3: COCCN(C(=O)CSc1nc2ccc(C)cc2[nH]1)c1c(N)n(Cc2ccccc2)c(=O)[nH]c1=O
4: COc1ccc(-c2noc(COc3ccc4ccccc4c3Br)n2)cc1OC
5: CCc1ccc(CN(C(=O)c2cccs2)C2CCS(=O)(=O)C2)cc1 (configuration not stated)
6: Cc1ccc(C(=O)CSc2nnc(CNc3ccc(F)cc3)o2)cc1

assay / entry,1,2,3,4,5,6
SMARCA2 activ,1,-2,0,3,-3,1
HTRA1 inh,2,-3,-5,1,8,4
GC-B act,-6,1,-4,-12,1,-1
ASAP1 inh,3,1,-10,2,-22,5
ARFGAP1 inh,-4,0,9,-5,5,-2
ABHD4 inh,0,9,1,-3,0,3
NPR1 activator,-2,0,-1,0,6,0
NR1D1 modulator,1,-3,-6,29*,4,-1
PG9 binder,0.1,0.5,1.3,0.3,1.8,-0.6
rCAG binder,1,4,-3,0,0,-3

7: COc1cccc(NC(=O)CSc2nnc(-c3ccoc3C)n2CC2CCCO2)c1 (configuration not stated)
8: COc1ccc(C)cc1NC(=O)c1cc(C2CC2)nc2c1c(C)nn2C1CCS(=O)(=O)C1 (configuration not stated)
9: Cc1ccc(S(=O)(=O)NCCC(=O)NCCN2CCCCCC2)cc1
10: COc1ccc(CN2C(=O)CSC2c2ccncc2)cc1 (configuration not stated)
11: c1ccc(CNc2ncnc3scc(-c4cccs4)c23)nc1
12: Cc1ccc(S(=O)(=O)CCC(=O)NCc2ccccc2F)cc1

assay / entry,7,8,9,10,11,12
SMARCA2 activ,0,0,-2,-3,-6,4
HTRA1 inh,0,-6,-4,1,-5,6
GC-B act,3,0,5,0,-2,5
ASAP1 inh,-7,6,-2,3,0,0
ARFGAP1 inh,2,1,12,12,-1,-8
ABHD4 inh,-2,0,0,2,-13,-1
NPR1 activator,-2,-3,-18,3,-2,1
NR1D1 modulator,-3,3,-5,-5,5,3
PG9 binder,-0.9,-1.8,-2.0,0.2,-1.8,-1.2
rCAG binder,1,3,-3,-3,1,-1

13: CCn1cc(C(=O)N[C@@H](C)C(=O)NCCCN2CCOCC2)c(=O)c2cc3c(cc21)OCO3
14: O=C(N/N=C/c1cn(-c2ccccc2)nc1-c1cc2ccccc2o1)c1ccncc1
15: Cc1ccc2c(c1)C(=O)CCN2
16: CCC(=O)Nc1nc2c(s1)COc1ccccc1-2
17: COc1ccccc1CNC(=O)COc1ccc(C)nc1[N+](=O)[O-]
18: Cc1ccc2c(c1)C(CS(=O)(=O)NC1CCCC1)NC2 (configuration not stated)

assay / entry,13,14,15,16,17,18
SMARCA2 activ,0,4,-2,-1,4,-1
HTRA1 inh,0,-41,4,0,-14,.
GC-B act,3,-9,10,0,2,8
ASAP1 inh,-7,-5,6,1,18,.
ARFGAP1 inh,-5,13,-11,5,1,.
ABHD4 inh,1,-62,3,8,-3,0
NPR1 activator,5,-26,1,3,3,1
NR1D1 modulator,-7,-1,1,-4,5,-1
PG9 binder,-0.7,-0.7,-0.6,-0.3,-0.2,.
rCAG binder,-4,7,-4,1,-2,8

19: CCOc1cc2c(cc1/C=C/c1noc(C)c1[N+](=O)[O-])OC(C)C2 (configuration not stated)
20: CCOc1ccc(Nc2ccnc3cc(Cl)ccc23)cc1
21: C=CCN1C(=O)c2ccc(C(=O)OCC(=O)Nc3ccc(S(N)(=O)=O)cc3)cc2C1=O
22: CN(Cc1ccno1)Cc1cn(C)nc1-c1ccc(Oc2ccccc2)cc1
23: CCCCSCc1ccc(C(=O)O)o1
24: COC(=O)c1ccc(NC(=O)CSc2nnc(COc3ccc4c(c3)CCCC4)o2)cc1

assay / entry,19,20,21,22,23,24
SMARCA2 activ,0,0,2,-2,4,-1
HTRA1 inh,-2,-13,1,-3,7,-3
GC-B act,-1,-7,3,-4,-1,2
ASAP1 inh,-1,4,2,3,-12,-5
ARFGAP1 inh,-1,3,0,16,-11,-3
ABHD4 inh,3,2,-8,-2,4,-9
NPR1 activator,4,10,1,-2,2,-1
NR1D1 modulator,4,-2,-2,2,0,4
PG9 binder,0.9,-2.8,-0.5,-2.2,0.3,1.1
rCAG binder,-1,3,8,0,-1,4

25: O=C1CC[C@@H]2CC3(C[C@@H]4CCN1[C@H]24)Nc1cc(Cl)ccc1NC3=NC1CCCCC1 (some centres not stated)
26: CCN(C(=O)CSc1nc2n[nH]c(C)c2c(=N)n1-c1ccc(Cl)c(C)c1)c1cccc(C)c1
27: COc1cccc(/C(O)=C/c2nc3ccc(C(=O)NCCc4ccc(Cl)cc4)cc3[nH]c2=O)c1
28: Cc1ccnc(NS(=O)(=O)c2ccc(N3C(=O)c4ccccc4C3=O)cc2)n1
29: CC1CCN(C(=S)Nc2ccc(SC(F)F)cc2)CC1
30: COC(=O)Cc1c(O)ccn(Cc2ccc3c(c2)OCO3)c1=O

assay / entry,25,26,27,28,29,30
SMARCA2 activ,0,-2,1,-3,1,0
HTRA1 inh,2,-23,-14,-1,0,3
GC-B act,-6,0,0,-1,4,0
ASAP1 inh,-3,9,8,-8,6,7
ARFGAP1 inh,-17,5,11,-3,-8,2
ABHD4 inh,6,-4,-7,0,-8,-6
NPR1 activator,-7,0,-4,-1,5,0
NR1D1 modulator,-6,2,-6,0,-1,6
PG9 binder,-0.4,0.2,-1.5,0.5,1.8,2.7
rCAG binder,-2,7,7,-1,0,1

31: N#CC1=C(S)N(c2ccccc2)C(c2ccc(-c3ccc(Cl)c(Cl)c3)o2)NC1=O (configuration not stated)
32: O=C(c1cccs1)N1CCC(N2CCN(c3ccccc3)CC2)CC1
33: O=C(N/N=C/c1ccc(Br)s1)c1c[nH]c2ccccc12
34: CC(=O)C[C@@H]1OC2CCCCC2N1S(=O)(=O)c1ccc(C)cc1 (some centres not stated)
35: Cc1ccc(CNC(=O)c2ccc(NC(=O)CCS(=O)(=O)c3cccs3)cc2)cc1
36: Clc1ccc(Cl)c(OCCN2CCCC2)c1

assay / entry,31,32,33,34,35,36
SMARCA2 activ,-1,-1,2,0,6,-2
HTRA1 inh,-27,-3,-44,.,-15,2
GC-B act,-10,-5,-6,-1,4,-1
ASAP1 inh,-16,14,6,10,-11,-12
ARFGAP1 inh,-2,-7,5,11,-5,5
ABHD4 inh,-23,6,-28,7,1,7
NPR1 activator,-4,2,-3,2,-4,1
NR1D1 modulator,-7,2,-6,-4,-6,2
PG9 binder,-2.0,-1.1,-2.2,-0.8,-2.7,2.2
rCAG binder,84*,-2,8,0,-1,-3

37: O=C(c1ccc2ccccc2n1)N1CCN(c2ccccc2)CC1
38: COCCN(C(=O)C(C)C)c1nnc(-c2ccc(C)cc2)s1
39: CCOC(=O)c1ccccc1NC(=O)COC(=O)CSCC(=O)Nc1cc(C)on1
40: O=C(Cc1ccccc1)Nc1ccc(NC(=O)c2ccccc2)nc1
41: Cc1cccc(OCC(=O)OCC(=O)N2CCN(C(=O)c3ccco3)CC2)c1C
42: Cc1ccc(OCCn2ccc(=O)[nH]c2=O)cc1C

assay / entry,37,38,39,40,41,42
SMARCA2 activ,-1,-2,-1,4,-1,1
HTRA1 inh,2,-3,-1,-10,0,3
GC-B act,1,-8,4,3,-4,-2
ASAP1 inh,-7,-2,7,-10,-1,7
ARFGAP1 inh,7,14,-6,-1,4,-2
ABHD4 inh,3,-9,2,-12,2,1
NPR1 activator,-3,-2,-4,-3,0,4
NR1D1 modulator,5,-6,3,-1,-7,-3
PG9 binder,1.9,0.0,1.3,-2.3,-0.8,-2.1
rCAG binder,-7,-5,-4,3,-5,-1

43: CCCCN1C(=O)CC(Sc2ccccc2C(=O)O)C1=O (configuration not stated)
44: COc1cccc(C(=O)CSc2nc3cccnc3n2C)c1
45: CCCCNC(=O)C1c2ccccc2Oc2ccccc21
46: C[C@H]1CCCCO[C@H](CN(C)Cc2ccccc2)[C@@H](C)CN([C@@H](C)CO)C(=O)c2cc(NC(=O)CCC(F)(F)F)ccc2O1
47: Clc1ccc(C2=NNC(=NCc3ccc4c(c3)OCO4)SC2)cc1
48: CCOc1ccccc1NC(=O)C(c1ccccc1)N1CCN(CC(=O)N2CCCC2)CC1 (configuration not stated)

assay / entry,43,44,45,46,47,48
SMARCA2 activ,-4,-3,-1,-4,-2,-1
HTRA1 inh,3,1,-1,5,-34,-2
GC-B act,-4,1,-7,5,-6,3
ASAP1 inh,4,-4,-8,8,7,-9
ARFGAP1 inh,15,4,3,-4,-8,-7
ABHD4 inh,1,-3,6,2,-12,-3
NPR1 activator,2,1,-9,-4,0,-5
NR1D1 modulator,-2,2,-5,-3,0,3
PG9 binder,-0.1,-0.8,-1.6,0.1,-1.2,-1.6
rCAG binder,-1,-4,-3,-1,14,-1

# Some of the entries so far, with two lines to a compound.
# Under each structure: SMARCA2 activ	HTRA1 inh	GC-B act	ASAP1 inh	ARFGAP1 inh	ABHD4 inh	NPR1 activator	NR1D1 modulator	PG9 binder	rCAG binder
[31] N#CC1=C(S)N(c2ccccc2)C(c2ccc(-c3ccc(Cl)c(Cl)c3)o2)NC1=O (configuration not stated)
    -1	-27	-10	-16	-2	-23	-4	-7	-2.0	84*
[32] O=C(c1cccs1)N1CCC(N2CCN(c3ccccc3)CC2)CC1
    -1	-3	-5	14	-7	6	2	2	-1.1	-2
[33] O=C(N/N=C/c1ccc(Br)s1)c1c[nH]c2ccccc12
    2	-44	-6	6	5	-28	-3	-6	-2.2	8
[34] CC(=O)C[C@@H]1OC2CCCCC2N1S(=O)(=O)c1ccc(C)cc1 (some centres not stated)
    0	.	-1	10	11	7	2	-4	-0.8	0
[35] Cc1ccc(CNC(=O)c2ccc(NC(=O)CCS(=O)(=O)c3cccs3)cc2)cc1
    6	-15	4	-11	-5	1	-4	-6	-2.7	-1
[36] Clc1ccc(Cl)c(OCCN2CCCC2)c1
    -2	2	-1	-12	5	7	1	2	2.2	-3
[37] O=C(c1ccc2ccccc2n1)N1CCN(c2ccccc2)CC1
    -1	2	1	-7	7	3	-3	5	1.9	-7
[38] COCCN(C(=O)C(C)C)c1nnc(-c2ccc(C)cc2)s1
    -2	-3	-8	-2	14	-9	-2	-6	0.0	-5
[39] CCOC(=O)c1ccccc1NC(=O)COC(=O)CSCC(=O)Nc1cc(C)on1
    -1	-1	4	7	-6	2	-4	3	1.3	-4
[40] O=C(Cc1ccccc1)Nc1ccc(NC(=O)c2ccccc2)nc1
    4	-10	3	-10	-1	-12	-3	-1	-2.3	3
[41] Cc1cccc(OCC(=O)OCC(=O)N2CCN(C(=O)c3ccco3)CC2)c1C
    -1	0	-4	-1	4	2	0	-7	-0.8	-5
[42] Cc1ccc(OCCn2ccc(=O)[nH]c2=O)cc1C
    1	3	-2	7	-2	1	4	-3	-2.1	-1
[43] CCCCN1C(=O)CC(Sc2ccccc2C(=O)O)C1=O (configuration not stated)
    -4	3	-4	4	15	1	2	-2	-0.1	-1
[44] COc1cccc(C(=O)CSc2nc3cccnc3n2C)c1
    -3	1	1	-4	4	-3	1	2	-0.8	-4
[45] CCCCNC(=O)C1c2ccccc2Oc2ccccc21
    -1	-1	-7	-8	3	6	-9	-5	-1.6	-3

# Screening data (PubChem BioAssay)
